# NCI-60 one-dose screen, 48 h, at 10 µM unless noted. Numbers give growth in % (100 = growth as untreated, 0 = no growth, -100 = all killed).
# NCI/ADR-RES – NCI/ADR-RES ovarian cells. 4.4% of 81,000 active
# OVCAR-5 – OVCAR-5 ovarian cancer; 2.9% of 82,000 active; AID 1794783
# NCI-H522 – NCI-H522 lung cancer | 8% of 78,000 active | AID 1794739
# NCI-H23 – NCI-H23 lung cancer; 4% of 80,000 active
# OVCAR-4 – OVCAR-4 ovarian cancer cells. 3.7% of 80,000 active
# IGROV1 – IGROV1 ovarian cancer | 4.7% of 79,000 active | AID 1794786
# SK-OV-3 – SK-OV-3 ovarian cancer cells; 3.2% of 80,000 active; AID 1794785
# OVCAR-8 – OVCAR-8 ovarian cancer; 4.4% of 81,000 active; AID 1794782
# OVCAR-3 – OVCAR-3 ovarian cancer. 7% of 79,000 active. AID 1794787
# Starred values were filed as active, the others as inactive; . = no result given; & = joins results of further samples. Rule for the calls: active = growth percent below 10; inactive = the rest.
SMILES,NCI/ADR-RES,OVCAR-5,NCI-H522,NCI-H23,OVCAR-4,IGROV1,SK-OV-3,OVCAR-8,OVCAR-3
COc1cc(NCc2cn(-c3ccc(C(=O)O)cc3)nc2-c2ccc(C(=O)O)cc2)cc(OC)c1OC,107.4,94.8,100.8,107.1,94.4,97.1,.,101.4,106.4
COc1nc2ccc(C)cc2cc1-c1nc2c(cnn2-c2ccc(Br)cc2)c(=O)[nH]1,14.2,73.2,3.5*,44.9,58.0,38.4,43.3,40.7,-17.0*
CCOC(=O)/C(C#N)=C\N(C)C,117.5,107.3,94.7,113.4,110.5,101.8,98.9,102.7,113.9
O=C(O)c1ccccc1C(=O)OC1CCCC2CCCC21 (centres undefined),99.0,99.2,107.1,95.1,.,.,112.2,105.5,122.4
C=CCNC(=O)N(C)C,102.0,94.3,93.7,111.1,96.8,99.5,102.0,97.9,108.9
O=C(CSc1nc2sc3c(c2c(=O)n1-c1ccc(Cl)cc1)CCCC3)NNC(=O)c1ccccc1,112.3,125.5,105.3,.,110.1,98.7,106.6,97.8,117.5
Cc1ccc(C(=O)COc2cccc(/C=C3\Oc4ccc(Cl)cc4C3=O)c2)cc1,111.7,108.0,97.6,114.2,134.2,.,103.5,101.9,112.1
Cc1nn(-c2ccc(Cl)cc2)c2ncnc(NCCc3ccccc3)c12,94.4,92.2,95.6,95.8,110.1,107.8,92.9,110.1,102.4
CCOC(=O)CNCc1ccccc1,98.1,95.0,92.5,92.8,107.3,98.3,114.1,99.6,112.0
COc1ccc(-c2nnc(COc3ccc(Cl)cc3Cl)o2)cc1OC,17.5,74.6,19.4,56.3,-33.1*,.,37.6,20.1,2.0*
O=C(N/N=C\c1ccc(F)cc1)c1ccc2nc(-c3ccc(Br)cc3)[nH]c2c1,68.2,63.3,81.0,0.8*,12.5,3.9*,90.9,27.4,.
Clc1cccc(/C=N/Nc2nc(N/N=C/c3cccc(Cl)c3Cl)nc(N3CCOCC3)n2)c1Cl,65.8,110.2,78.6,74.5,96.8,88.8,115.1,55.4,102.7

# Brought forward from above: 2 entries, then new ones.
SMILES,NCI/ADR-RES,OVCAR-5,NCI-H522,NCI-H23,OVCAR-4,IGROV1,SK-OV-3,OVCAR-8,OVCAR-3
O=C(N/N=C\c1ccc(F)cc1)c1ccc2nc(-c3ccc(Br)cc3)[nH]c2c1,68.2,63.3,81.0,0.8*,12.5,3.9*,90.9,27.4,.
Clc1cccc(/C=N/Nc2nc(N/N=C/c3cccc(Cl)c3Cl)nc(N3CCOCC3)n2)c1Cl,65.8,110.2,78.6,74.5,96.8,88.8,115.1,55.4,102.7
Nc1c(C(=O)NN2C(=O)c3ccccc3C2=O)sc(S)c1-c1nc2ccccc2s1,97.9,97.8,71.4,94.0,98.4,74.3,76.9,100.0,96.5
Cc1nc([P+](c2ccccc2)(c2ccccc2)c2ccccc2)c(NCCO)o1,107.0,102.0,84.1,100.6,93.8,85.5,105.1,108.1,83.2
C=CCn1cc(-c2nc3ccccc3s2)c2cc(-c3ccc4c5c(cccc35)C(=O)N(C3CCCCC3)C4=O)ccc21,100.1,98.4,99.1,96.3,108.4,99.5,108.9,103.0,106.3
COC(=O)/C=C1/S/C(=N\N=C\c2ccc(OS(=O)(=O)C(F)(F)C(F)(F)C(F)(F)C(F)(F)F)cc2)N(c2ccccc2)C1=O,111.2,102.5,92.5,111.0,103.4,112.9,126.8,103.8,107.1
CCCCCCOc1ccc(/C=N/Nc2cc(C)nc3ccc(Br)cc23)cc1,-67.1*,-92.7*,-61.4*,14.0,-88.5*,-85.3*,101.2,-36.1*,-91.6*
COc1ccc(/C=N/n2c(CN3CCCC3)nc3ccccc3c2=O)cc1,104.1,100.2,92.6,98.9,102.1,95.8,103.1,98.2,99.2
O=C1OC(Cc2ccccc2)(c2ccccc2)c2ccccc21 (centres undefined),87.3,102.0,83.2,94.1,114.6,95.5,100.3,100.9,94.4
CC(/C=C1\SC(=S)N(CCC(=O)NC(C(=O)O)C(C)C)C1=O)=C\c1ccccc1 (centres undefined),106.1,110.9,93.7,102.6,103.2,103.4,113.7,99.3,112.0
Cc1ccc(/C=N/O)cc1,99.3,113.1,94.8,108.0,115.7,120.8,102.0,102.7,108.0
Cc1ccc(S(=O)(=O)Oc2ccc(-c3cn4ccoc4n3)cc2)cc1,100.1,106.9,89.5,98.2,97.3,101.9,111.9,103.4,.
COc1cc(/C=N/Nc2ccc(Cl)cc2)cc(OC)c1OC,86.3,82.5,54.5,89.2,81.0,80.6,99.6,76.5,92.5
O=C(c1ccc(O)cc1)C1[C@H](c2ccccc2Br)[C@@H](c2ccccc2)NC12C(=O)Nc1ccc(Cl)cc12 (some centres undefined),11.2,-2.7*,-47.1*,-34.8*,17.0,7.9*,29.6,5.0*,-46.2*
CC1=CC(c2cccc(Cl)c2)C(=O)/C1=C\c1cn(CCCn2cc(/C=C3/C(=O)C(c4cccc(Cl)c4)C=C3C)c3ccccc32)c2ccccc12 (centres undefined),101.0,88.4,94.5,87.4,99.6,85.0,109.1,92.2,117.4
CN(C)C(=O)OCc1nc2nc(Cl)nc(N3CCOCC3)c2[nH]1,106.8,102.9,99.1,101.9,108.5,100.6,103.3,104.4,110.4
O=C(NC(CSCc1ccccc1)C(=O)O)OCc1ccccc1 (centres undefined),106.0,95.4,74.3,102.7,108.4,.,108.4,106.6,105.5
COc1cc(NCC(O)CN(CC(C)C)CC(C)C)c2ncccc2c1 (centres undefined),92.4,101.0,55.9,82.0,19.5,74.3,87.4,63.3,47.4
OCC#Cc1cn(Cc2ccccc2)c2c(N3CCOCC3)ncnc12,.,120.6,74.4,93.7,83.4,100.5,117.6,87.2,95.1
NCC1=C(c2ccccc2)Nc2ncc(-c3ccc(Cl)c(Cl)c3)n2C1O (centres undefined),102.1,93.1,80.7,102.9,94.1,100.2,100.7,110.7,106.8
CC(C(=O)O)c1ccc2oc(-c3ccc(Cl)cc3)nc2c1 (centres undefined),92.6,98.0,89.5,96.3,112.1,96.4,100.6,113.7,114.0
COc1cc2oc(-c3cccc(NC(=O)c4cc(N)ccc4C)c3)cc(=O)c2c(OC)c1OC,98.7,108.2,93.3,105.1,99.4,102.1,125.3,.,107.0
CC1(C)CC[C@]2(C(=O)N3CCOCC3)CC[C@]3(C)C(=CC[C@@H]4[C@@]5(C)C/C(=C/c6ccco6)C(=O)C(C)(C)[C@@H]5CC[C@]43C)[C@@H]2C1,96.6,96.8,.,86.6,60.9,86.7,109.5,91.3,86.9
CC(=O)Nc1ccc(/C=N/NC(N)=S)c(C)c1,102.5,112.2,94.7,97.8,109.8,113.4,93.0,100.3,108.1
O=[N+]([O-])c1ccc(O)c(Cc2cc([N+](=O)[O-])ccc2O)c1,106.3&97.5,104.4&83.0,99.3&92.5,103.4&100.6,107.8&97.0,125.1&100.6,106.7&97.0,96.8&98.9,120.5&97.4
Cc1ccc2nc(NC(=O)CSc3nc(Nc4ccccc4)c(C#N)c(-c4ccccc4)n3)sc2c1,76.2,101.3,82.1,85.3,58.3,74.9,94.5,72.6,103.4

# 6 of the compounds above, with tabs:
SMILES	NCI/ADR-RES	OVCAR-5	NCI-H522	NCI-H23	OVCAR-4	IGROV1	SK-OV-3	OVCAR-8	OVCAR-3
CC(/C=C1\SC(=S)N(CCC(=O)NC(C(=O)O)C(C)C)C1=O)=C\c1ccccc1 (centres undefined)	106.1	110.9	93.7	102.6	103.2	103.4	113.7	99.3	112.0
Cc1ccc(/C=N/O)cc1	99.3	113.1	94.8	108.0	115.7	120.8	102.0	102.7	108.0
Cc1ccc(S(=O)(=O)Oc2ccc(-c3cn4ccoc4n3)cc2)cc1	100.1	106.9	89.5	98.2	97.3	101.9	111.9	103.4	.
COc1cc(/C=N/Nc2ccc(Cl)cc2)cc(OC)c1OC	86.3	82.5	54.5	89.2	81.0	80.6	99.6	76.5	92.5
O=C(c1ccc(O)cc1)C1[C@H](c2ccccc2Br)[C@@H](c2ccccc2)NC12C(=O)Nc1ccc(Cl)cc12 (some centres undefined)	11.2	-2.7*	-47.1*	-34.8*	17.0	7.9*	29.6	5.0*	-46.2*
CC1=CC(c2cccc(Cl)c2)C(=O)/C1=C\c1cn(CCCn2cc(/C=C3/C(=O)C(c4cccc(Cl)c4)C=C3C)c3ccccc32)c2ccccc12 (centres undefined)	101.0	88.4	94.5	87.4	99.6	85.0	109.1	92.2	117.4

# Next records follow:
SMILES,NCI/ADR-RES,OVCAR-5,NCI-H522,NCI-H23,OVCAR-4,IGROV1,SK-OV-3,OVCAR-8,OVCAR-3
CCOC(=O)C1=C(c2c(O)[nH]c(C)c2C(=O)OCC)C(=O)N=C1C,102.6,107.4,99.5,94.9,108.7,95.0,103.3,104.2,105.0
Brc1ccc(-c2nn(-c3ccccc3)cc2-c2nn[nH]n2)s1,103.0,107.6,84.1,92.7,92.7,102.1,98.2,96.3,96.5
Nc1nnc(-c2ccccn2)c(-c2c[nH]c3ccc(Cl)cc23)n1,96.9,86.1,98.1,93.2,91.7,68.3,92.0,100.5,124.0
C=C(C)[C@@H]1C[C@@H]2Cc3cc(F)ccc3N1O2,99.6,93.8,91.3,96.6,101.3,108.4,104.3,97.1,111.5
Cc1ccc(-c2cc(-c3ccc(Cl)cc3)nc(NC(=O)c3cccnc3)n2)cc1,103.6,102.2,93.5,96.5,100.4,102.4,109.3,103.4,115.4
CCN(CC)CCCC(C)Nc1ccnc2cc(Cl)c(SCc3ccccc3)cc12 (centres undefined),-18.3*,-13.7*,-69.6*,-17.1*,7.8*,-26.7*,-43.1*,-9.3*,-28.5*
COc1ccc(/C=N/NC(=O)Cn2c(-c3ccc(S(C)(=O)=O)cc3)nc3cc(Cl)ccc32)cc1,5.9*,36.8,2.8*,29.9,55.5,33.3,12.6,19.7,-1.5*
CCCN(CCC)CCc1cccc2c1CC(=O)N2,100.9,100.9,98.9,91.8,104.4,110.8,111.7,98.1,107.0
Cc1[nH]c2ncnc(Nc3ccc(NC(=O)Nc4cccc(Cl)c4)cc3)c2c1C,93.6,106.9,91.0,101.3,112.5,98.8,91.5,89.6,102.9
O=[N+]([O-])c1ccc(C(c2ccccc2)c2ccccc2)cc1,88.8,96.6,87.0,89.6,.,84.4,101.8,106.8,98.9
Cc1cn([C@H]2C[C@H](F)[C@@H](CO[P@@](=O)(N[C@@H](C)C(=O)OC(C)C)Oc3ccccc3)O2)c(=O)[nH]c1=O,108.0,103.8,97.4,107.4,97.4,108.1,100.9,96.1,105.5
Nc1cc(S(=O)(=O)O)cc2cc(S(=O)(=O)O)c(N=Nc3ccccc3)c(O)c12,111.4,92.8,109.2,99.8,110.0,.,115.0,102.2,104.8
Oc1ccc(Cl)c2c1CCC2,104.8,106.6,78.9,103.5,113.3,.,111.9,95.2,101.5
CC1CN(C(C)C)C(=S)NC1=O (centres undefined),110.0,94.9,114.5,101.2,107.5,95.4,127.9,96.9,121.1
CCOc1cccc(-c2nc(N)nc(Nc3ccccc3SCSc3ccccc3Nc3nc(N)nc(-c4cccc(OCC)c4)n3)n2)c1,95.9,88.5,.,84.4,106.0,57.8,83.7,118.3,106.0
CCOC(=O)c1c(C)oc2ncnc(Nc3ccc(C(=O)NCCc4ccccc4)cc3)c12,76.9,109.9,66.9,81.8,45.5,101.9,85.6,76.7,97.3
SCCNCc1ccco1,104.4,106.7,95.7,102.5,125.6,111.1,107.1,104.3,126.4
CN1CCN(c2ccc(-c3cc4c(Nc5ccc(F)c(Cl)c5)ncnn4c3)cn2)CC1,83.6,97.8,98.6,101.7,88.4,89.5,110.2,77.1,98.6
O=C(O)c1ccc2c(c1)C(=O)OC2=O,109.0,101.0,96.7,109.0,.,109.4,104.7,108.1,117.2
O=C(O)c1ccccc1N=Nc1ccc(O)cc1,91.6,99.6,90.0,92.0,125.4,112.2,114.9,102.8,117.8
O=C(CCn1c[n+](CC(=O)c2ccc(F)cc2F)c2ccccc21)Nc1cccc2cccnc12,97.2,93.9,89.4,93.9,84.9,90.0,102.0,101.4,92.5
O=CNc1ccc2c3c(cccc13)-c1ccccc1-2,95.1,98.9,.,101.0,91.5,77.4,108.0,94.8,102.7
COc1nc2c(c(=O)[nH]1)C(c1ccc(Oc3ccnc4cc(Cl)ccc34)c(OC)c1)C=C(c1ccc(Cl)cc1)N2 (centres undefined),89.0,106.5,85.2,91.9,104.1,100.9,110.3,86.3,97.5
Cc1ccc(S(=O)(=O)NCC[C@@H]2C[C@H]2c2ccc3ccccc3c2)cc1,96.3,99.8,79.1,92.9,.,101.6,85.2,96.4,109.1
O=C(c1cc2n(n1)CC(c1ccccc1)N2)N1CCOCC1 (centres undefined),112.7,101.6,104.6,110.6,103.7,107.4,.,105.0,104.8
O=C(Nc1cccc2[nH]c(C(F)(F)F)nc12)c1ccc(Br)cc1F,10.8,98.9,-7.8*,1.9*,11.8,42.2,65.1,33.2,24.4
C=CCn1c(SCC(=O)Nc2ccc(C(=O)/C=C/c3ccccc3)cc2)nnc1-c1ccc(OC)cc1,84.1,99.4,64.8,81.4,91.7,83.3,95.6,96.9,91.9
CCC(CC)C(=O)OC1CCCCC1C (centres undefined),131.5,99.9,91.8,101.0,104.6,108.3,101.0,96.2,110.3
COc1ccc(-c2n[nH]c(Cn3nnnc3-c3ccccc3)n2)cc1,109.3,105.4,.,104.0,111.7,102.3,110.9,105.5,107.3
O=C1NC2C3CC(c4ccccc43)C12 (centres undefined),102.7,113.3,114.3,97.1,.,115.5,107.0,101.8,124.1
CC(=O)OCC(=O)[C@@]1(O)[C@@H](C)CC2C3CCC4=CC(=O)C=C[C@]4(C)[C@@]3(F)[C@@H](O)C[C@@]21C (some centres undefined),81.7,100.1,116.7,106.3,104.3,105.4,78.3,89.6,115.0
